NCI-60 one-dose screen, 48 h, at 10 µM unless noted. Numbers give growth in % (100 = growth as untreated, 0 = no growth, -100 = all killed).
SF-295 = SF-295 CNS cancer cells. actives 5.6% (n = 79,000). AID 1794758
786-0 = 786-0 renal cancer cells; actives 5.1% (n = 81,000); AID 1794775
CAKI-1 = CAKI-1 renal cancer; AID 1794772; actives 4.7% (n = 75,000)
U251 = U251 CNS tumor cells | actives 5.4% (n = 80,000) | AID 1794753
UO-31 = UO-31 renal cancer; actives 5.2% (n = 81,000); AID 1794768
SN12C = SN12C renal cancer cells | actives 3.8% (n = 81,000) | AID 1794767
SF-268 = SF-268 CNS cancer cells; actives 3.1% (n = 82,000); AID 1794759
TK-10 = TK-10 renal cancer cells. actives 3.9% (n = 81,000). AID 1794769
The depositor's hits bear a star. How the source made its calls: active means growth percent below 10; inactive means the rest.

For Cc1ccc(-c2cc(-c3ccc(C)cc3)nc(NCCNc3ccnc4cc(Cl)ccc34)n2)cc1 the results were SF-295 -76*, 786-0 -91*, CAKI-1 -48*, U251 -84*, UO-31 -68*, SN12C -88*, SF-268 -22* and TK-10 -49*.
For CCOC(=O)C1=C(N)Oc2n[nH]c(C)c2C1c1cc(=O)oc2ccc(C)cc12 (stereo not given) the results were SF-295 100, 786-0 101, CAKI-1 95, U251 89, UO-31 90, SN12C 100, SF-268 104 and TK-10 105.
For NNc1ccccc1C(=O)O the results were SF-295 114, 786-0 113, CAKI-1 110, U251 107, UO-31 88, SN12C 116, SF-268 100 and TK-10 110.
For CC1=NN(c2ccccc2)C(=O)C1N=Nc1ccc(S(=O)(=O)Nc2cc(C)nc(C)n2)cc1 (stereo not given) the results were SF-295 96, 786-0 89, CAKI-1 94, U251 99, UO-31 65, SN12C 88, SF-268 108 and TK-10 106.
For COc1ccc(Oc2nc(Cl)ncc2NC(=O)Nc2c(Cl)cccc2Cl)cc1 the results were SF-295 104, 786-0 104, U251 93, UO-31 85, SN12C 99, SF-268 100 and TK-10 107.
Screening CC(=O)CSc1nc(-c2cnccn2)cc(-c2cccs2)c1C#N returned SF-295 89, 786-0 88, CAKI-1 74, U251 89, UO-31 65, SN12C 91, SF-268 87 and TK-10 116.
Screening NS(=O)(=O)c1ccc(CCn2c(SCC(=O)N/N=C/c3cccc(O)c3)nc3ccccc3c2=O)cc1 returned SF-295 93, 786-0 107, CAKI-1 97, U251 106, UO-31 81, SN12C 106, SF-268 100 and TK-10 102.
Screening CCOC(=O)C[n+]1ccc(C(=O)c2cc3ccccc3[nH]2)cc1 returned 786-0 117, U251 102, UO-31 62, SN12C 101, SF-268 103 and TK-10 116.
`COc1ccc(OC)c(NC(=O)C2=C(C)NC(C)=C(C(=O)Nc3cc(OC)ccc3OC)C2c2cccc([N+](=O)[O-])c2)c1` gave SF-295 73, 786-0 96, CAKI-1 61, U251 86, SN12C 79, SF-268 83 and TK-10 116.
For C=C(C)[C@@H]1CC[C@]2(C)CC[C@]3(C)[C@H](CC[C@@H]4[C@@]5(C)CCCNC(C)(C)[C@@H]5CC[C@]43C)[C@@H]12 the results were SF-295 106, 786-0 102, CAKI-1 75, U251 12, UO-31 88, SN12C 82, SF-268 104 and TK-10 142.
Screening Cc1nc2ccccc2c(=O)n1/N=C\c1ccc2c(c1)CCC2 returned SF-295 104, 786-0 111, CAKI-1 91, U251 109, UO-31 95, SN12C 98, SF-268 92 and TK-10 109.
For CC(C)(C)OC(=O)NCC(=O)N1CCC[C@H]1C(=O)OC/C=C/c1ccccc1 the results were SF-295 95, 786-0 102, CAKI-1 93, U251 98, UO-31 86, SN12C 103, SF-268 101 and TK-10 88.
Screening CCCCCCCCCCCC1=NC(C)(C)CO1 returned SF-295 100, 786-0 92, CAKI-1 90, U251 101, UO-31 91, SN12C 100, SF-268 110 and TK-10 122.
For O=C(Nc1cccc([N+](=O)[O-])c1)NN1CCCCCC1 the results were SF-295 94, 786-0 96, CAKI-1 96, U251 87, UO-31 93, SN12C 97, SF-268 98 and TK-10 105.
O=C(O)C(Cl)C(Cl)c1ccccc1Cl (stereo not given) was read as SF-295 102, 786-0 107, CAKI-1 101, U251 104, UO-31 93, SN12C 105, SF-268 120 and TK-10 105.
For CCCCn1c(=O)c(/C=C/C(=O)/C=C/c2cc3ccccc3n(CCCC)c2=O)cc2ccccc21 the results were SF-295 3.6*, 786-0 -63*, U251 -48*, UO-31 -95*, SN12C -28*, SF-268 7.9* and TK-10 23.
COc1ccc(NC(=O)/C=C(C)/C=C/C=C(C)/C=C/C2=C(C)CCCC2(C)C)cc1 was read as SF-295 80, CAKI-1 67, U251 26, UO-31 53, SN12C 66, SF-268 81 and TK-10 62.
Screening O=C(c1ccc(O)c(O)c1)c1c(O)cc(O)cc1O returned SF-295 113, 786-0 119, CAKI-1 96, U251 99, UO-31 84, SN12C 103, SF-268 108 and TK-10 102.
`Cn1c(NCCc2ccc(O)c(O)c2)nc2c1c(=O)n(Cc1ccc(Br)cc1)c(=O)n2C` gave SF-295 98, 786-0 82, CAKI-1 75, U251 83, UO-31 30, SN12C 73, SF-268 68 and TK-10 69.
For C#C[C@]1(O)CCC2C3CCC4=CC(=O)CC[C@@H]4C3CC[C@@]21C (stereo not given in full) the results were SF-295 105, 786-0 105, CAKI-1 96, U251 88, UO-31 91, SN12C 94, SF-268 97 and TK-10 105.
Screening COc1cc2c(/C=C3\C(=O)Nc4ccccc43)c(C(=O)O)[nH]c2cc1C returned SF-295 101, 786-0 108, CAKI-1 95, U251 96, UO-31 55, SN12C 100, SF-268 97 and TK-10 134.
Screening O=C1OC(=O)C2CCCCC12 (stereo not given) returned SF-295 119, 786-0 103, CAKI-1 111, U251 95, UO-31 120, SN12C 105, SF-268 109 and TK-10 104.
CCN(CC)C(=O)c1ccc2c(c1)OCO2 was read as SF-295 107, 786-0 94, CAKI-1 93, U251 101, UO-31 96, SN12C 99, SF-268 104 and TK-10 102.
`O=C(c1cccc(F)c1)n1ccc2cc(NC(=S)NCCN3CCOCC3)ccc21` gave SF-295 91, 786-0 97, CAKI-1 91, U251 99, UO-31 82, SN12C 100, SF-268 100 and TK-10 103.
Nc1ccc(NCc2nc3sc4c(c3c(=O)[nH]2)CCCC4)cc1 was read as SF-295 106, 786-0 104, CAKI-1 100, U251 95, UO-31 81, SN12C 101, SF-268 94 and TK-10 146.
For CCOC(=O)C(CC)C(O)c1ccccc1 (stereo not given) the results were SF-295 109, 786-0 109, CAKI-1 96, U251 103, UO-31 102, SN12C 107, SF-268 110 and TK-10 115.
COc1ccc2nc(-c3ccc(-n4cncc4-c4ccc(OC)c(N)c4)cc3)sc2c1 was read as SF-295 100, 786-0 111, CAKI-1 106, U251 105, UO-31 70, SN12C 111, SF-268 109 and TK-10 114.
COc1cc(Cn2cc3c(c2-c2ccccc2)CCc2cnoc2-3)cc(OC)c1 was read as SF-295 81, 786-0 89, CAKI-1 76, U251 85, UO-31 67, SN12C 85, SF-268 108 and TK-10 110.
NC(N)=NC(N)=Nc1ccc(S(=O)(=O)c2ccc(N=C(N)N=C(N)N)cc2)cc1 was read as SF-295 95, 786-0 98, CAKI-1 96, U251 100, UO-31 98, SN12C 91, SF-268 95 and TK-10 119.
`CC1(C)CC[C@]2(C(=O)O)CC[C@]3(C)C(=CC[C@@H]4[C@@]5(C)C/C(=C/c6ccncc6)[C@H](O)C(C)(C)[C@@H]5CC[C@]43C)[C@@H]2C1` gave SF-295 20, 786-0 48, CAKI-1 36, U251 29, UO-31 33, SN12C 55, SF-268 47 and TK-10 47.

Quoted at random: five entries already listed
`CC1(C)CC[C@]2(C(=O)O)CC[C@]3(C)C(=CC[C@@H]4[C@@]5(C)C/C(=C/c6ccncc6)[C@H](O)C(C)(C)[C@@H]5CC[C@]43C)[C@@H]2C1` gave SF-295 20, 786-0 48, CAKI-1 36, U251 29, UO-31 33, SN12C 55, SF-268 47 and TK-10 47.
For CC(C)(C)OC(=O)NCC(=O)N1CCC[C@H]1C(=O)OC/C=C/c1ccccc1 the results were SF-295 95, 786-0 102, CAKI-1 93, U251 98, UO-31 86, SN12C 103, SF-268 101 and TK-10 88.
Screening NS(=O)(=O)c1ccc(CCn2c(SCC(=O)N/N=C/c3cccc(O)c3)nc3ccccc3c2=O)cc1 returned SF-295 93, 786-0 107, CAKI-1 97, U251 106, UO-31 81, SN12C 106, SF-268 100 and TK-10 102.
For NNc1ccccc1C(=O)O the results were SF-295 114, 786-0 113, CAKI-1 110, U251 107, UO-31 88, SN12C 116, SF-268 100 and TK-10 110.
COc1cc(Cn2cc3c(c2-c2ccccc2)CCc2cnoc2-3)cc(OC)c1 was read as SF-295 81, 786-0 89, CAKI-1 76, U251 85, UO-31 67, SN12C 85, SF-268 108 and TK-10 110.

Going on with the list.
CCN(CC)c1cccc(OC(=O)Nc2cccc(Cl)c2Cl)c1 was read as SF-295 101, 786-0 106, CAKI-1 94, UO-31 81, SN12C 87 and SF-268 100.
For O=C(Nc1ccc(F)cc1)c1ccc(C(=O)Nc2ccc(F)cc2)cc1 the results were SF-295 91, 786-0 99, CAKI-1 94, UO-31 88, SN12C 102, SF-268 107 and TK-10 108.
O=C1Nc2ccccc2/C1=C/C(=O)c1ccccc1[N+](=O)[O-] was read as SF-295 109, 786-0 110, CAKI-1 85, U251 100, UO-31 80, SN12C 95, SF-268 100 and TK-10 170.
Screening Cc1cc2c(-c3nc4ccccn4c3Nc3cccc4ccccc34)c(O)c(O)cc2c(O)c1-c1c(C)cc2c(-c3nc4ccccn4c3Nc3cccc4ccccc34)c(O)c(O)cc2c1O returned SF-295 13, 786-0 68, U251 13, UO-31 44, SN12C 17, SF-268 31 and TK-10 51.
O=C(NN=C1CCCC1)c1ccc(NC(=O)c2ccccn2)cc1 was read as SF-295 94, 786-0 89, CAKI-1 66, U251 94, UO-31 79, SN12C 98, SF-268 90 and TK-10 96.
For COc1ccc(/C=C/C=C\C(=O)c2ccc(N3CCOCC3)cc2)cc1 the results were SF-295 105, 786-0 105, CAKI-1 81, U251 87, UO-31 69, SN12C 92, SF-268 101 and TK-10 85.
O=C(O)CN1CCSC1=NC(=O)c1ccc(Cl)cc1 was read as SF-295 106, 786-0 109, CAKI-1 106, U251 101, UO-31 65, SN12C 102, SF-268 104 and TK-10 125.
Screening CC1(C)C(=O)C=C(N2CCCCC2)c2ccccc21 returned SF-295 87, 786-0 94, CAKI-1 84, U251 105, UO-31 83, SN12C 101, SF-268 100 and TK-10 82.
`Cc1nc(-c2ccccc2)cc2c(O)c(C(=O)N/N=C/C=C/c3ccccc3)[nH]c(=O)c12` gave SF-295 120, 786-0 107, CAKI-1 116, U251 101, UO-31 89, SN12C 103, SF-268 108 and TK-10 108.
COc1nccc2c(Sc3ccccc3)nc(N)nc12 was read as SF-295 103, 786-0 89, CAKI-1 106, U251 110, UO-31 75, SN12C 105, SF-268 105 and TK-10 103.
Screening COc1ccc(Cn2c(C(N)=O)cc3c2-c2nc(Nc4ccccc4)ncc2CCC3)cc1 returned SF-295 90, 786-0 93, CAKI-1 85, U251 81, UO-31 65, SN12C 88, SF-268 89 and TK-10 96.
For CC(=O)OC(OC(C)=O)C1CCCO1 (stereo not given) the results were SF-295 112, CAKI-1 112, U251 105, SN12C 97, SF-268 98 and TK-10 103.
CCn1c(SCC(=O)N2CCN(c3cc4c(cc3F)c(=O)c(C(=O)O)cn4C3CC3)CC2)nnc1-c1ccc(OC)c(OC)c1 was read as SF-295 104, 786-0 93, CAKI-1 103, U251 107, UO-31 95, SN12C 102, SF-268 97 and TK-10 95.

Five consecutive compounds out of the list so far:
For O=C(Nc1ccc(F)cc1)c1ccc(C(=O)Nc2ccc(F)cc2)cc1 the results were SF-295 91, 786-0 99, CAKI-1 94, UO-31 88, SN12C 102, SF-268 107 and TK-10 108.
O=C1Nc2ccccc2/C1=C/C(=O)c1ccccc1[N+](=O)[O-] was read as SF-295 109, 786-0 110, CAKI-1 85, U251 100, UO-31 80, SN12C 95, SF-268 100 and TK-10 170.
Screening Cc1cc2c(-c3nc4ccccn4c3Nc3cccc4ccccc34)c(O)c(O)cc2c(O)c1-c1c(C)cc2c(-c3nc4ccccn4c3Nc3cccc4ccccc34)c(O)c(O)cc2c1O returned SF-295 13, 786-0 68, U251 13, UO-31 44, SN12C 17, SF-268 31 and TK-10 51.
O=C(NN=C1CCCC1)c1ccc(NC(=O)c2ccccn2)cc1 was read as SF-295 94, 786-0 89, CAKI-1 66, U251 94, UO-31 79, SN12C 98, SF-268 90 and TK-10 96.
For COc1ccc(/C=C/C=C\C(=O)c2ccc(N3CCOCC3)cc2)cc1 the results were SF-295 105, 786-0 105, CAKI-1 81, U251 87, UO-31 69, SN12C 92, SF-268 101 and TK-10 85.
